Source: PubChem BioAssay (The Scripps Research Institute Molecular Screening Center)
TEAD-YAP block – TEAD-YAP interaction inhibition, primary screen, TEAD-YAP interaction inhibitor project, luminescence, HEK-TIYL cells; TEAD-Gal4/YAP UAS-luciferase luminescence; inhibition, % at 9.12 µM; 1.4% of 640,000 active; AID 1259422, 2018; in the data active = inhibition above about 32%;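 note: 0% = median of test compound wells and 100% = reference inhibitor wells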
GPR151 activ – activators of human GPR151, primary screen, cell-based, PathHunter beta-arrestin, luminescence. PathHunter beta-arrestin GPR151 cells. activation, % at 11.2 µM. 1% of 650,000 active; in the data active = activation above about 4.9%;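 note: 0% = median of compound wells and 100% = cells with positive control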
FBW7 act – FBW7 E3 ligase activators, primary screen, biochemical, AlphaScreen, human; 0.13% of 650,000 active; AlphaScreen FBW7–phospho-cyclin E peptide binding, activator screen; F-box/WD repeat-containing protein 7 (Homo sapiens), Q969H0; normalized activity (activation), % at 26.1 µM; in the data active = normalized activity above about 1.9%;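 note: purified mutant Fbw7 with reduced substrate affinity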
Target sequence (Q969H0 whole entry, looked up): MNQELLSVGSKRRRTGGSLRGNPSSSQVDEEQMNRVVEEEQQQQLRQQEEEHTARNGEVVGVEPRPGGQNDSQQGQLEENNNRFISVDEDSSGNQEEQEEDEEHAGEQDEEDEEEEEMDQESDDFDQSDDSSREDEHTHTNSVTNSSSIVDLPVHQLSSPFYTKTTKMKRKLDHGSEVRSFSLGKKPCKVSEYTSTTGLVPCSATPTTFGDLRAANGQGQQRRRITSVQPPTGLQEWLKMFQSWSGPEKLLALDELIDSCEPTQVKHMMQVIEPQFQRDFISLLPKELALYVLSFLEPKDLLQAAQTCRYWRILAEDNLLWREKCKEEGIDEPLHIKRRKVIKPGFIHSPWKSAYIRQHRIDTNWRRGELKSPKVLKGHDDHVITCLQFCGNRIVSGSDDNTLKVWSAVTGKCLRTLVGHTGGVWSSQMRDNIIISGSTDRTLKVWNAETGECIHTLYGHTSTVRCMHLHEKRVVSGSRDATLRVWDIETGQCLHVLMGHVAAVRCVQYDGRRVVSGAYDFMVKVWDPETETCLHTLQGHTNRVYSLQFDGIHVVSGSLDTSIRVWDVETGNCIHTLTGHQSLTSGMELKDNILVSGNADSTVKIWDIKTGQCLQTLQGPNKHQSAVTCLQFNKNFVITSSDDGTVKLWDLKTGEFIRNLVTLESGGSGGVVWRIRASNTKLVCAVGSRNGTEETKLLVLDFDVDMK
MITF primary – MITF inhibitors, primary screen, biochemical, AlphaScreen, human | Microphthalmia-associated transcription factor (Homo sapiens), O75030 | AlphaScreen MITF homodimerization, bead proximity signal | inhibition, % at 2.6 µM | 0.91% of 650,000 active | AID 1259374, 2018; in the data active = inhibition above about 50%;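 note: 0% = vehicle wells with protein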
Active calls of the source: *.

nr	structure	TEAD-YAP block	GPR151 activ	FBW7 act	MITF primary
1	O=C1C(O)CC2c3ccccc3CC3(CCCC3)N12 (centres undefined)	13	1.6	0.1	3
2	O=C(c1cc2c([nH]1)CCCC2)N1CCC(c2ccnc3nc(C(F)(F)F)nn23)CC1	17	-0.5	0.1	11
3	Cc1cc(-c2cnc(N3CCOCC3)nc2C2CCNCC2)on1	-22	0.1	0.9	-7
4	O=S(=O)(Nc1ccc(-c2cn3c(n2)SCC3)cc1)c1ccc(Cl)s1	-4	-1.4	-0.1	14
5	CCNC(=O)COc1ccc(CC)cc1	-19	-1.8	0.1	14
6	CCS(=O)(=O)N1CCCC(c2nc(C)ncc2-c2cc(C)no2)C1 (centres undefined)	3	-0.8	-0.1	12
7	COc1ccccc1NC(=O)c1ccc(SCC(=O)N2CCN(c3ccccc3)CC2)c([N+](=O)[O-])c1	1	-0.5	0.0	36
8	CC/C(C)=N\NC(=O)CNC(=O)c1ccc(Cl)cc1Cl	8	0.6	0.7	4
9	CCCOc1ccc(-c2nnn(CC(=O)NCCc3c[nH]c4ccccc34)n2)cc1	-14	-0.2	-0.2	4
10	O=C1N[C@H](Cc2ccccc2)C(=O)N2C[C@@H](NCc3ccsc3)C[C@@H]12	1	-1.5	-0.2	6
11	O=C(Nc1ccc(N2S(=O)(=O)c3ccccc3S2(=O)=O)cc1)c1cccs1	-92	-1.3	-0.1	-9
12	N#Cc1ccc(NC(=O)COC(=O)c2ccc(Br)o2)cc1	-4	0.1	-0.1	3
13	Cn1c(CN2CCOCC2)nnc1SCC(=O)Nc1ccc(N2CCOCC2)cc1	8	1.2	0.0	12
14	Cc1cc(=O)n(C)c(=O)n1CCCSC(=N)N	-8	-1.4	-0.1	7
15	COC(=O)C1=C(C)N(C)C(C)=C(C(=O)OC)C1c1ccccc1OCc1ccccc1	11	-0.5	0.1	21
16	O=C1CC(n2nnnc2-c2ccccc2Cl)C2COC1O2 (centres undefined)	4	-2.2	0.1	7
17	CN(C)C(=O)c1ccc(N2CCC(NCCC3=CCCCC3)CC2)cc1	9	-0.5	-0.1	-7
18	Cc1nc(C)c(I)c(Oc2ccc(C#N)cc2)n1	3	-1.0	0.2	-7
19	O=C(NC1(C(=O)Nc2ccc(Br)cc2)CCCCC1)c1ccc(O)cc1	18	-0.9	1.5	12
20	NNC(=O)CNC(=O)CNC(=O)COc1ccccc1	0	0.2	-0.1	-13
21	COc1ccc2[nH]c3c(c2c1)CCN(C(C)=O)C31CCN(Cc2cc(F)c(F)c(F)c2)C1 (centres undefined)	0	0.1	0.1	-11
22	S=C(NCCc1ccccc1)N/N=C/c1ccco1	-5	0.3	-0.2	-5
23	O=C(c1nc2sccn2c1CNCC1CCOCC1)N1CCCC1	1	-0.7	-0.1	4
24	CCC[C@@H]1NC(=O)[C@H]2CN(Cc3nc(-c4ccccc4)cs3)CCN2C1=O	2	-0.6	0.0	-5
25	COc1cc(C(C)=O)ccc1OC(F)F	0	0.8	0.0	19
26	Oc1ccccc1/C=N/Nc1cc(N2CCCCC2)nc(N2CCCCC2)n1	0	0.7	0.1	20
27	O=C(/C=C/c1ccco1)Nc1ccc(Cl)c(-c2nc3cc(Cl)ccc3o2)c1	6	0.9	-0.1	1
28	COc1cccc(OC)c1OCCNCC(C)O (centres undefined)	6	0.0	0.0	39
29	O=C(CN1C(=O)CC(c2ccccc2)=Nc2ccccc21)N1CCCCC1	22	-1.7	0.9	14
30	Cc1ccc(CSCC(Nc2ccc(C(=O)O)cc2[N+](=O)[O-])C(=O)O)cc1 (centres undefined)	-11	-0.5	0.0	-13

(further entries)
nr	structure	TEAD-YAP block	GPR151 activ	FBW7 act	MITF primary
31	CC(C)(C)c1ccc(OCC(=O)NN)cc1	4	-1.1	0.2	-3
32	CC(C)(C)c1ccc(OCCOCCN2CCOCC2)cc1	4	-0.1	-0.1	11
33	Cc1ccccc1-n1ncc(C(C)NC(=O)C2CC2)c1C (centres undefined)	-26	-1.3	0.3	-10
34	Cc1ccc(C2C3=C(CC(C)(C)CC3=O)N(CCN3CCOCC3)C3=C2C(=O)CC(C)(C)C3)cc1	12	-0.1	0.3	4
35	COc1ccc(C(=O)CN2C(=O)c3ccccc3C2=O)cc1	-27	-1.3	-0.1	1
36	COc1ccc(Cl)c2c1N[C@@H](c1ccccc1Br)[C@H]1CC=C[C@@H]21	-2	0.8	0.0	3
37	CC(C)C(=O)Nc1ccc(NC(=O)/C=C/c2ccccc2)cc1	-31	-1.3	-0.1	4
38	COc1ccc(OCC(=O)NCCSCc2ccccc2C)cc1	-8	-0.9	-0.1	5
39	O=C1CC2(CCN(C(=O)c3ccccc3C(F)(F)F)CC2)Oc2ccccc21	1	-0.7	0.0	4
40	O=C(O)CCC(=O)Nc1nncs1	-1	1.1	0.0	-12
41	COc1cccc(NC(=O)CCNS(=O)(=O)c2ccc3c(c2)c(=O)n(C)c(=O)n3C)c1	4	-0.2	0.0	-15
42	Cc1ccc(C(=O)NCc2nc(-c3ccccc3)no2)cc1	12	0.3	0.0	0
43	Cc1csc2nc(-c3ccc(NS(=O)(=O)c4cccnc4)cc3)cn12	36*	-0.6	-0.4	-6
44	CC(C)(C)CC(=O)Nc1nnc(C2CC2)s1	-10	-0.6	-0.1	4
45	Cc1cc(NC(=O)c2csc3c2CCC(C)C3)no1 (centres undefined)	-61	-0.2	-0.2	-2
46	O=c1oc2ccccc2cc1-c1nnc(Nc2ccccc2Cl)s1	-35	-0.4	0.2	17
47	O=C1OC(c2ccc(Cl)c([N+](=O)[O-])c2)=N/C1=C\c1ccccc1	7	1.1	0.2	3
48	O=C1C(=O)N(c2cccc(Cl)c2)C(c2ccc3c(c2)OCO3)/C1=C(/O)c1ccccc1 (centres undefined)	6	-0.3	0.3	16
49	O=C(CCC(=O)OCC(F)(F)C(F)F)Nc1nc2ccccc2s1	8	-2.4	0.5	8
50	COc1ccc(NC(=O)c2cc(I)ccc2Cl)c(OC)c1	-5	2.5	-0.1	-2
51	Cc1ccc(-c2nc(CSCC(=O)NCCN3CCOCC3)c(C)o2)cc1	-4	-1.1	-0.2	-13
52	COc1ccc(NC(=O)/C(=C/c2cccc([N+](=O)[O-])c2)NC(=O)c2ccc(F)cc2Cl)c(OC)c1	5	1.1	-0.1	-2
53	CC1CC(C)CN(C(=O)C2CCCN(c3nnc(N4CCCC4=O)s3)C2)C1 (centres undefined)	0	0.9	0.0	5
54	COC(=O)c1ccccc1NC(=O)CCOc1ccc(OC)cc1	33*	-0.7	0.0	-2
55	CCc1ccccc1NC(=O)C(C)N(c1cc(C)cc(C)c1)S(C)(=O)=O (centres undefined)	3	-0.1	0.5	5
56	CC(C)NC(=O)c1ccc(Cl)cc1[N+](=O)[O-]	-8	0.1	0.0	-2
57	CCOC(=O)c1c(NC(=O)COc2ccc3ccccc3c2)sc2c1CCCC2	6	-1.5	0.2	4
58	O=C1C(=O)N(Cc2cccnc2)C(c2cccnc2)/C1=C(/O)c1ccc(Cl)cc1 (centres undefined)	-8	-0.8	0.2	0
59	O=C1OC(OC(=O)c2ccco2)C(Nc2ccccc2)=C1Cl (centres undefined)	-2	-0.6	0.1	71*
60	O=C(Nc1ncc(-c2ccc3c(c2)OCO3)s1)c1cc(Cl)sc1Cl	2	1.7	0.0	-14

Other compounds:
nr	structure	TEAD-YAP block	GPR151 activ	FBW7 act	MITF primary
61	COc1ccc([N+](=O)[O-])cc1C1=N/C(=C/c2ccc(Cl)cc2)C(=O)O1	0	0.4	0.0	7
62	CCCOc1c(Br)cc(CNCC)cc1OCC	-9	4.6	-0.1	-5
63	COc1ccc(-n2c(CCNC(=O)c3ccc(C)s3)nnc2SC)cc1	0	0.8	0.0	3
64	Cc1ccc(CN2CCN(C(=O)c3ccncc3)CC2)cc1	1	2.7	-0.5	65*
65	CCC(=O)Nc1c2c(nn1-c1ccc(F)cc1)CS(=O)C2 (centres undefined)	6	-0.9	0.6	1
66	CC(=O)NC1(C(F)(F)F)C(=O)Nc2c1c(=O)n(C)c(=O)n2C (centres undefined)	4	3.8	0.1	8
67	COc1ccc([N+](=O)[O-])cc1C1=N/C(=C/c2cccc(F)c2)C(=O)O1	-12	0.4	-0.1	-8
68	CCn1c(SCC(=O)Nc2nccs2)nnc1-c1ccco1	-7	-1.2	0.0	0
69	Cc1ccc(NC(=O)C(C)N2C(=O)c3ccccc3S2(=O)=O)cc1F (centres undefined)	6	4.8	1.0	6
70	CCCS(=O)(=O)N1CCCC(C(=O)NCCCN2CCCCC2CC)C1 (centres undefined)	1	0.3	0.1	-6
71	O=c1cc(Nc2ccc(N3CCCC3)cc2)[nH]c(=O)[nH]1	-5	1.5	-0.1	9
72	CC(NC(=O)c1cn(C)c2ccc(S(=O)(=O)N3CCCC3)cc2c1=O)c1ccccc1 (centres undefined)	5	3.5	-0.1	11
73	CCn1cnc(C(=O)NC)c1C(=O)NC	10	0.2	0.1	-17
74	C/C(=N\N=C\c1ccccc1)C1C(=O)c2ccccc2C1=O	-7	2.4	-0.1	-1
75	Cc1c(C(=O)N2CCC(c3ccncc3)CC2)oc2ccccc12	-1	-0.4	-0.1	6
76	CCOc1ccc2nc(SCC(=O)Nc3nnc(CC)s3)sc2c1	-5	2.9	-0.1	-25
77	O=C(CCl)Nc1ccc2c(ncn2CCO)c1C(=O)c1ccccc1	-5	0.6	-0.1	0
78	C=CCSc1nnc2nc(-c3ccccc3)c(-c3ccccc3)nn12	16	2.1	0.6	11
79	O=C(Nc1ccc(F)cc1)c1ccc(CN2CCOCC2)cc1	-27	-3.3	0.8	21
80	CN1CCN(c2ccc(-c3cccc(C(=O)Nc4ccccc4)n3)cc2)CC1	6	0.8	0.0	5
81	CN(C)c1ccc(NC(=O)COc2ccccc2Cl)cc1	-50	1.3	-0.2	19
82	COc1ccc(-c2nc(-c3ccc(Br)o3)no2)cc1OC	-24	-1.0	0.0	-8
83	N#C/C(=C(/O)CSc1n[nH]c(-c2cccs2)n1)c1nc2ccccc2[nH]1	-4	0.6	0.0	-6
84	CCOC(=O)N1CCN(C(=O)c2ccc3c(=O)n(Cc4ccccc4OC)c(=S)[nH]c3c2)CC1	-7	-1.4	0.1	17
85	Cc1ncccc1C(=O)N[C@@H](C)Cn1nnc2ccccc21	-7	0.2	-0.1	-6
86	COc1ccc(-n2cc(-c3ccccc3)c3c(Nc4cc(C)cc(C)c4)ncnc32)cc1	5	1.0	1.1	11
87	c1ccc2c(COc3ccc(-n4cnnn4)cc3)cccc2c1	0	0.3	0.8	1
88	Cc1cc2c(cc3c(=O)n(CC(=O)NCCCN4CCCCCC4)ncn32)s1	-1	0.2	-0.3	-32

Some of these compounds in order of SMILES length, low to high:
nr	structure	TEAD-YAP block	GPR151 activ	FBW7 act	MITF primary
73	CCn1cnc(C(=O)NC)c1C(=O)NC	10	0.2	0.1	-17
81	CN(C)c1ccc(NC(=O)COc2ccccc2Cl)cc1	-50	1.3	-0.2	19
64	Cc1ccc(CN2CCN(C(=O)c3ccncc3)CC2)cc1	1	2.7	-0.5	65*
87	c1ccc2c(COc3ccc(-n4cnnn4)cc3)cccc2c1	0	0.3	0.8	1
76	CCOc1ccc2nc(SCC(=O)Nc3nnc(CC)s3)sc2c1	-5	2.9	-0.1	-25
85	Cc1ncccc1C(=O)N[C@@H](C)Cn1nnc2ccccc21	-7	0.2	-0.1	-6
71	O=c1cc(Nc2ccc(N3CCCC3)cc2)[nH]c(=O)[nH]1	-5	1.5	-0.1	9
88	Cc1cc2c(cc3c(=O)n(CC(=O)NCCCN4CCCCCC4)ncn32)s1	-1	0.2	-0.3	-32
83	N#C/C(=C(/O)CSc1n[nH]c(-c2cccs2)n1)c1nc2ccccc2[nH]1	-4	0.6	0.0	-6
67	COc1ccc([N+](=O)[O-])cc1C1=N/C(=C/c2cccc(F)c2)C(=O)O1	-12	0.4	-0.1	-8
86	COc1ccc(-n2cc(-c3ccccc3)c3c(Nc4cc(C)cc(C)c4)ncnc32)cc1	5	1.0	1.1	11
84	CCOC(=O)N1CCN(C(=O)c2ccc3c(=O)n(Cc4ccccc4OC)c(=S)[nH]c3c2)CC1	-7	-1.4	0.1	17

2 entries picked at random from those above, as already listed:
nr	structure	TEAD-YAP block	GPR151 activ	FBW7 act	MITF primary
2	O=C(c1cc2c([nH]1)CCCC2)N1CCC(c2ccnc3nc(C(F)(F)F)nn23)CC1	17	-0.5	0.1	11
50	COc1ccc(NC(=O)c2cc(I)ccc2Cl)c(OC)c1	-5	2.5	-0.1	-2
